Exocytosis inh = LAMP-1 surface exposure blockers, TALL-104 cells – cell-based, flow cytometry, MLPCN library, primary screen; TALL-104 LAMP-1 surface exposure; cells stimulated with thapsigargin and PMA; inhibition, % at 10 µM; actives 0.66% (n = 360,000); AID 651702, 2012;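 active = inhibition above about 55%, limit read from the data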
PDI inh = inhibitors of human PDI, primary screen, biochemical, turbidity, single point, plate reader. inhibition, % at 10 µM. PDI insulin aggregation turbidity, A650, 90 min. AID 588391, 2011. actives 0.052% (n = 350,000). Protein disulfide-isomerase (Homo sapiens), P07237;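 active = mean inhibition across replicates of 30% or more, whatever share of single replicates reach that level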;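 note: absorbance from insulin aggregation driven by PDI reduction with DTT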
Target sequence (P07237 whole entry, looked up): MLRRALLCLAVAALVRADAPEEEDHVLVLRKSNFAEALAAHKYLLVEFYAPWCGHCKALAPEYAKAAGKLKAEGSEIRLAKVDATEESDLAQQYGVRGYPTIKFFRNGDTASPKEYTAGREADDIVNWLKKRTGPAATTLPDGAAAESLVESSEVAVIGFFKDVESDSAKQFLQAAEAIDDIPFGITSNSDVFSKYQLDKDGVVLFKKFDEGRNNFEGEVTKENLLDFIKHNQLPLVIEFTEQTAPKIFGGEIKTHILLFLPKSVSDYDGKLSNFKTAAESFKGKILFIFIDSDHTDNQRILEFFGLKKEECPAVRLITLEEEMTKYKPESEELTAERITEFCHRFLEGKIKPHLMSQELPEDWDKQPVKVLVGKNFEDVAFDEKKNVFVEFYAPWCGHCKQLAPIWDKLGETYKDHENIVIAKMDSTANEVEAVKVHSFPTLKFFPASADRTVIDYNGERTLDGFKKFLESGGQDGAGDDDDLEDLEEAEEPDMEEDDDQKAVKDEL
CaV13 FRET inh = Disruptors of the CACNA1D IQ motif to Ca2+-dependent inactivation inhibitor domain association, primary screening, Förster resonance energy transfer in intact living …. inhibition, % at 12.3 µM. actives 0.098% (n = 340,000). HEK cells, CFP/YFP FRET ICDI-IQ, plate reader, 10 min; percent FRET-ratio fall versus neutral wells;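 active = mean replicate inhibition of at least 30% and at least 1% of replicates passing that level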;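 note: 0% = median of the neutral control wells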
iPSC survival up = enhancers of single-cell hiPSC survival, primary screen, ATPlite luminescence; 100% = ROCK inhibitor wells, 0% = DMSO; actives 0.044% (n = 360,000); survival enhancement, % at 20 µM; in the data active = survival enhancement above about 18%;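 note: cells exposed to compounds for 16 hours before the ATP read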
m5-HT2A agonist = mouse Htr2a agonists via beta-arrestin recruitment, primary screen, cell-based, luminescence | 5-hydroxytryptamine receptor 2A (Mus musculus), P35363 | actives 0.66% (n = 360,000) | AID 624169, 2012 | CHO-K1 mHTR2A beta-arrestin complementation; percent of 30 µM serotonin response | activation, % at 7.6 µM;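 active = activation above a run cutoff, the mean activation of all tested compounds plus 3 SD, cut at about 14% in these data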;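 note: 0% = plate median of compound wells and 100% = 30 µM serotonin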
Target sequence (P35363 whole entry, looked up): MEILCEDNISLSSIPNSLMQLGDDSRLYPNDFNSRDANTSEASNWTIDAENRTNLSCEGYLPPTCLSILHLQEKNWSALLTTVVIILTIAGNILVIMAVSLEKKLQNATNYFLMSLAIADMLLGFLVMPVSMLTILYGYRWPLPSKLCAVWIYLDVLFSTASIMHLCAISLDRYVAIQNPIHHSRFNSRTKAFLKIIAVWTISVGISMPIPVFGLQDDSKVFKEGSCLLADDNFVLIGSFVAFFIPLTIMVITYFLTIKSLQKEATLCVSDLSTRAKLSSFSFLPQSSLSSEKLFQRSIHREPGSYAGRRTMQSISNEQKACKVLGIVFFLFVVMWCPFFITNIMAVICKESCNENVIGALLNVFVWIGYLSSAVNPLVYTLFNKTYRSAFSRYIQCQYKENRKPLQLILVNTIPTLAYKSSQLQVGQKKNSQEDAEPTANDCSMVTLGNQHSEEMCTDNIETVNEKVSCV
aDG glyco act = activators of alpha-DG glycosylation, primary screen, uHTS, Pro5-aDG cells, AlphaScreen | actives 0.22% (n = 360,000) | activation, % at 10 µM | alpha-DG glycosylation AlphaScreen (IIH6); 0% Pro5, 100% B10-LARGE cell signal;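 active = activation of at least 8% versus controls, or a plate z-score of at least 8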;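 note: Pro5 are CHO cells carrying HIG-tagged alpha-DG that lacks glycosylation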
ABCB6 inh MLPCN = ABCB6 transporter inhibitors, primary screen, K562-ABCB6 cells, flow cytometry, MLPCN library; actives 0.19% (n = 360,000); fluorescence ratio to DMSO, % at 10 µM; ATP-binding cassette sub-family B member 6 (Homo sapiens), Q9NP58; K562-ABCB6 porphyrin accumulation, 1 h; stronger effect = lower value;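 active = fluorescence ratio to DMSO below 75%, the collection mean minus 3 SD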;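 note: signal is porphyrin accumulated inside mitochondria; 100% equals median channel fluorescence of DMSO control wells; lower ratio means ABCB6 inhibition with less porphyrin fluorescence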
H9c2 protect = cardioprotection against H2O2-induced cell death, primary screen, uHTS, H9c2 cells, ATPLite luminescence | AID 588492, 2011 | H9c2 cardiomyocytes, H2O2 injury protection, 2 h | actives 0.63% (n = 360,000) | protection from H2O2 cell death, % at 20 µM;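 active = compounds giving at least 50% protection of heart cells from peroxide-induced death in the single-dose screen, raw or plate-pattern-corrected value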;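 note: 0% = DMSO wells with peroxide and 100% = DMSO wells without peroxide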
Glyco luc inh = increase of ERlucT glycosylation luciferase signal, primary screen, N-linked glycosylation inhibitor project, D54 ERlucT cells, luminescence, set 2; actives 0.23% (n = 360,000); D54 ERlucT glycosylation luciferase reporter, 24 h; percent of 100 nM tunicamycin response; reporter increase, % at 12.5 µM;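 active = mean luciferase reporter signal, scaled so untreated is 0 and the glycosylation-blocking control 100, at or above a set limit in every replicate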;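 note: luciferase carries N-glycosylation sites so blocking glycosylation raises the light; 0% = median of neutral control wells and 100% = median of 100 nM tunicamycin wells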
Vif imaging = HIV Vif self-association inhibitors, primary screen, imaging, HEK293T, single point; HEK293T cells, Vif self-association by quenched fluorescence, 24 h; inhibition, % at 7.49 µM; actives 0.35% (n = 340,000); in the data active = inhibition above about 50%, passing the limit was not always enough; note: some results filed as inactive read as strong as hits
An asterisk follows results filed as active; / = not tested or not shown.

SMILES	Exocytosis inh	PDI inh	CaV13 FRET inh	iPSC survival up	m5-HT2A agonist	aDG glyco act	ABCB6 inh MLPCN	H9c2 protect	Glyco luc inh	Vif imaging
c1ccc2c(Oc3ccc4c(c3)OCO4)nncc2c1	-1	6	-7	-2.9	2	0.3	104	-17	-8	6
O=C(CCc1ccccc1)NNC(=O)Nc1cccc(Cl)c1	7	-5	-8	0.1	11	-0.1	93	2	2	15
CSCC[C@H](NC(=O)C1CCN(S(=O)(=O)c2ccc(C)cc2)CC1)C(=O)NCC1CCCO1 (some centres undefined)	-3	0	-4	0.6	-2	-0.1	100	-4	1	-2
CCC(c1nnnn1-c1ccc2c(c1)OCCO2)N1CCN(c2ccccn2)CC1 (centres undefined)	0	/	-4	-0.7	-1	-0.2	99	/	/	/
CCS(=O)(=O)N1CCN(c2ccccc2F)CC1	-6	-4	/	-4.5	-4	-0.3	97	-4	-1	/
C/C(=N/NC(=O)c1ccc(C)s1)c1cccc(NC(=O)COc2ccc(Cl)cc2C)c1	3	14	-5	-2.2	9	-0.5	84	-1	1	-8
COc1cc2sc3ccc(-c4ccc5[nH]ccc5c4)cc3c(=O)c2cc1OC	-1	3	-5	-1.7	0	2.4	94	14	-1	-4
CCOc1ccc(S(=O)(=O)NCCSCc2ccco2)cc1	-2	-4	-7	-2.1	0	-0.1	97	-12	0	/
O=C(Nc1ccccc1F)C1CCCC1	-5	4	-21	-0.8	2	0.0	93	7	-1	-15
COc1cccc(/C=N/NC(=O)c2nc(-c3ccccc3)cc(-c3ccccc3)n2)c1O	7	-3	-6	4.5	0	0.1	85	45	9	-1
CCN1CCn2c3c(c4cccc(C)c42)CCCC31 (centres undefined)	6	-1	-3	0.0	4	0.0	99	-12	-3	25
N/C(=N\OC(=O)CCC(=O)O)c1ncc(C(F)(F)F)cc1Cl	2	0	-5	0.7	2	-0.3	172	3	-1	4
CCn1cc(C(=O)O)c(=O)c2cnc(N3CCN(C(=S)NC(=O)c4ccc(OC)cc4)CC3)nc21	1	-8	-3	0.8	-1	0.0	100	-3	3	-4
COc1ccc(NC(=O)CCNS(=O)(=O)c2ccc(NC(C)=O)cc2)cc1Cl	3	-4	-4	-0.3	6	0.2	94	-9	2	9
CC(OC(=O)c1n[nH]c2ccccc12)C(=O)Nc1ccccc1[N+](=O)[O-] (centres undefined)	-2	-1	-5	-0.3	-3	-0.1	96	0	-3	6
O=C(Oc1ccc(-c2cnc3ccccc3n2)cc1)c1ccc(Cl)c([N+](=O)[O-])c1	10	-2	/	-2.0	-2	-0.2	103	7	-1	7
CC(=O)N1c2ccc(S(=O)(=O)NCCC(=O)N(C)Cc3ccccc3)cc2CC1C (centres undefined)	3	-1	-17	-0.4	1	0.0	96	5	1	7
Nc1[nH]c(C(=O)c2ccccc2)c(-c2ccc(F)cc2)c1C(=O)NCCc1c[nH]c2ccccc12	5	/	-10	1.2	1	-0.3	130	/	/	/
O=[N+]([O-])c1ccccc1CNC1CCCCCC1	-1	-7	-2	-0.5	1	0.9	100	3	0	-7
CCOC(=O)C(=Nc1ccccc1)NO	3	8	-19	0.6	3	0.3	99	4	0	-3
OCC#CCSc1nnc(-c2ccccc2Br)o1	-3	-2	-4	1.6	-4	-0.1	105	-6	1	17
Cc1ccc(S(=O)(=O)c2nc(-c3ccc(F)cc3)oc2SCC(=O)NCC2CCCO2)cc1 (centres undefined)	-5	-4	/	-1.6	15*	-0.2	94	-5	-2	22
CN(C)CCN1C(=O)C2C(C(=O)Nc3cc(Cl)cc(Cl)c3)C3C=CC2(O3)C1C(=O)NC1CCCCC1 (centres undefined)	20	3	-3	-0.3	-4	0.0	100	15	-4	-25
CC(C)C[C@H]1COCCS(=O)(=O)N1Cc1cccc(F)c1	-3	-1	-10	3.5	7	-0.2	84	-1	0	-3
Cc1ccc(SCc2ccc(C(=O)Nc3ccccc3C(=O)NC(C)C)cc2)cc1	-1	-6	-5	3.0	3	-0.3	100	-6	-3	1
Further structures follow:
SMILES	Exocytosis inh	PDI inh	CaV13 FRET inh	iPSC survival up	m5-HT2A agonist	aDG glyco act	ABCB6 inh MLPCN	H9c2 protect	Glyco luc inh	Vif imaging
COc1cc(C(=O)Nc2cc(C)ccc2C)ccc1OCc1c(C)noc1C	0	9	-6	2.4	8	0.2	97	-6	3	6
O=C(CCCC1=NS(=O)(=O)c2ccccc2N1)Nc1ccccc1	2	-4	-15	-0.3	-7	-0.8	98	2	3	5
CC(=O)NCCOC(=O)Nc1sc(=S)n(C)c1C	0	6	-4	0.0	-1	-0.3	96	-4	1	3
CC(C)NC(=O)C1(C)CCN1C(=O)C/C=C/c1ccccc1 (centres undefined)	-3	8	-4	-0.8	5	0.4	91	-4	0	11
CCN(CC)C(=O)CN1C(=O)c2cccc3cccc(c23)C1=O	0	-1	6	-0.4	3	-0.3	95	4	1	16
O=C(NCCN1CCOCC1)C(=O)NCC1OCCN1S(=O)(=O)c1ccc(Br)cc1 (centres undefined)	0	-3	-7	0.5	3	-0.1	101	5	0	-5
COCC(=O)Oc1c(S(=O)(=O)c2ccc(C)cc2)c(C)nn1C(C)(C)C	2	2	-18	-0.5	-6	-0.2	102	10	0	-7
CCC(CC)C(=O)Nc1nnc(S(=O)(=O)N2CCc3ccccc32)s1	-1	-1	-6	0.6	2	0.0	103	-11	0	-8
N/C(COc1cc(Cl)cc(Cl)c1)=N\O	-3	-3	-5	-0.3	-1	-0.1	97	-2	3	-11
CNC(=O)COc1coc(CN2CCN(c3cccc(Cl)c3)CC2)cc1=O	-6	-5	-5	-0.4	-3	0.2	101	-2	4	-3
Cc1ccc(NC2c3ncccc3C(=O)N2C2CCCCC2)cc1 (centres undefined)	-1	0	-3	-0.6	-2	0.1	94	9	1	-13
O=C(Nc1ccc(OC(F)F)c(Cl)c1)C(c1ccccc1)c1ccccc1	12	-1	-2	0.3	3	1.1	102	-35	-7	-3
CC(C)(C)NCCCCOc1ccccc1F	0	1	-8	1.2	-3	0.2	103	-1	0	-5
Cn1cc(Cl)c(C(=O)OCC(=O)c2ccccc2)n1	6	-3	-3	-0.6	1	0.0	99	-1	1	-4
COc1ccc(CCN(C)C(=O)CN2C(=O)NC3(CCCCC3C)C2=O)cc1OC (centres undefined)	-4	-3	-6	-0.4	5	0.2	102	5	0	-6
Cc1ccc(-n2ncc3c2CCCC3NC(=O)CSc2ccccn2)cc1C (centres undefined)	-1	6	-6	-0.5	-1	0.3	99	-8	-1	-25
Cc1ccc(Cl)c2c1NC(=O)C2(O)CC(=O)c1ccc(Br)cc1 (centres undefined)	0	-4	-6	3.1	-2	2.7	98	-3	0	3
CCOC(=O)c1sc(NC(=O)CCC(=O)O)nc1C	11	-8	-4	-1.0	1	0.1	103	-8	-1	24
CC(C)(C)OC(=O)N1CCC[C@H]1c1nnc(SCc2ccc(Cl)cc2Cl)o1	2	7	/	3.1	2	0.1	97	-6	-5	/
COC(=O)c1ccc(-c2nc(CN3CCCN(C(=O)c4ccco4)CC3)c(C)o2)cc1	3	-2	-3	0.4	0	0.0	94	6	-1	-3
O=C1/C(=C/c2ccc3c(c2)OCO3)Oc2cc(OCC(=O)N3CC(O)C[C@H]3C(=O)O)ccc21 (some centres undefined)	1	/	/	-0.3	1	0.0	101	-4	2	-2
CN(Cc1ccccn1)C(=O)c1cc(COc2ccc(F)c(F)c2)on1	-6	3	-10	3.0	0	-0.3	99	-7	1	/
CCOC(=O)c1cc(CC)sc1NC(=O)COC(=O)c1cnccn1	-6	2	-6	0.1	9	0.1	101	-5	3	3
CCC(C)c1ccc(NC(=S)Nc2ccc(OC)c(OC)c2)cc1 (centres undefined)	-4	1	/	-5.0	-4	0.2	101	-18	1	3
COC(=O)c1sccc1NC(=O)Nc1ccc(F)cc1F	-4	10	-6	0.9	4	0.5	98	-1	/	/

Record cards (already shown). Screens in order: Exocytosis inh, PDI inh, CaV13 FRET inh, iPSC survival up, m5-HT2A agonist, aDG glyco act, ABCB6 inh MLPCN, H9c2 protect, Glyco luc inh, Vif imaging
Cn1cc(Cl)c(C(=O)OCC(=O)c2ccccc2)n1 reads 6, -3, -3, -0.6, 1, 0.0, 99, -1, 1, -4
CC(=O)NCCOC(=O)Nc1sc(=S)n(C)c1C reads 0, 6, -4, 0.0, -1, -0.3, 96, -4, 1, 3
O=C1/C(=C/c2ccc3c(c2)OCO3)Oc2cc(OCC(=O)N3CC(O)C[C@H]3C(=O)O)ccc21 (some centres undefined) reads 1, /, /, -0.3, 1, 0.0, 101, -4, 2, -2
N/C(COc1cc(Cl)cc(Cl)c1)=N\O reads -3, -3, -5, -0.3, -1, -0.1, 97, -2, 3, -11

Additional compounds follow:
SMILES	Exocytosis inh	PDI inh	CaV13 FRET inh	iPSC survival up	m5-HT2A agonist	aDG glyco act	ABCB6 inh MLPCN	H9c2 protect	Glyco luc inh	Vif imaging
COC(=O)c1ccc(S(=O)(=O)N2CCCCCC2)cc1	1	-3	-5	-2.1	-1	-0.2	98	-1	-3	0
CC(C)CNC(=O)COC(=O)Cc1ccc(Cl)cc1	0	-1	-4	1.0	0	-0.2	99	3	1	-7
COc1cc(N)c(Cl)cc1C(=O)OCC(=O)NCC1CCCCC1	1	0	-5	-1.0	-1	0.0	94	7	1	-3
CCCOc1ccc(CNC(=O)c2ccc3c(c2)N(CC)CCS3)cc1	4	/	-3	-0.1	-5	0.0	104	-5	0	-8
O=C(C1=CC=CN2CCS(=O)(=O)N=C12)N1CCN(c2cccc(Cl)c2)CC1	-1	-6	-6	0.7	-8	0.1	95	2	1	19
COc1ccc(N2CCC(CNC(=S)Nc3ccc(C)cc3C)C2)cc1 (centres undefined)	3	6	-2	-0.6	1	0.7	99	-2	-6	0
CC(=O)c1ccc2c(c1)N(CCCN1CCC(CCO)CC1)c1ccccc1S2	26	-1	-6	-3.3	-12	0.8	96	-8	-1	8
C=CCN1C(=O)C(O)=C(C(C)=O)C1c1ccccc1F (centres undefined)	-1	-2	-3	-3.9	-2	0.3	96	-2	2	-4
CN(C)c1ccc(NC(=O)C2CCCN(S(=O)(=O)c3ccccc3)C2)cc1 (centres undefined)	0	6	0	-0.2	-1	0.2	97	9	1	/
CS(=O)(=O)c1cnc(-c2ccccc2)nc1Sc1ccc(F)cc1	-8	-1	-5	-0.5	-1	0.2	98	-8	3	5
CCOC(=O)c1ccc(N2C(=O)c3cccc4c(C(=O)O)ccc(c34)C2=O)cc1	5	14	-19	-0.5	7	0.0	98	12	0	3
CCc1ccc(-c2csc3ncn(CC)c(=O)c23)cc1	3	-11	-4	0.3	1	-0.4	101	2	1	8
CC(C)n1c(CNC(=O)c2ccccc2)nc2ccccc21	0	3	-4	4.8	-3	-0.2	102	-1	0	5
Cc1nc(-c2cccc(S(=O)(=O)N3CCCC(C)C3)c2)cs1 (centres undefined)	-5	8	/	3.5	1	-0.1	97	-9	-3	-11
CO/C(N)=C(\C#N)N=Cc1ccccc1Cl	-3	4	-22	-2.8	-1	0.5	106	-1	-1	0
COc1ccc(-c2cn(CC[C@@H]3CC[C@H](NC(=O)Cc4ccccn4)[C@@H](CO)O3)nn2)cc1	-1	/	-6	/	10	0.9	/	/	/	/
